# Bioassay records deposited in PubChem BioAssay by National Center for Advancing Translational Sciences (NCATS).
# L3MBTL1 inh: blocks human L3MBTL1; Potency, µM (titrated, usually from 57.1 µM), without a hit: at the top dose activity, negative = inhibition, most hits filed as inhibitors; AID 485360; 230,000 compounds, 0.66% hits; AlphaScreen L3MBTL1–H3K9me1 peptide binding; note: % is set by controls: 0 for no effect and ±100 for the full control effect; nearly all actives have a fitted effect of over 60% in size
# Target sequence (Q9Y468 whole entry, looked up): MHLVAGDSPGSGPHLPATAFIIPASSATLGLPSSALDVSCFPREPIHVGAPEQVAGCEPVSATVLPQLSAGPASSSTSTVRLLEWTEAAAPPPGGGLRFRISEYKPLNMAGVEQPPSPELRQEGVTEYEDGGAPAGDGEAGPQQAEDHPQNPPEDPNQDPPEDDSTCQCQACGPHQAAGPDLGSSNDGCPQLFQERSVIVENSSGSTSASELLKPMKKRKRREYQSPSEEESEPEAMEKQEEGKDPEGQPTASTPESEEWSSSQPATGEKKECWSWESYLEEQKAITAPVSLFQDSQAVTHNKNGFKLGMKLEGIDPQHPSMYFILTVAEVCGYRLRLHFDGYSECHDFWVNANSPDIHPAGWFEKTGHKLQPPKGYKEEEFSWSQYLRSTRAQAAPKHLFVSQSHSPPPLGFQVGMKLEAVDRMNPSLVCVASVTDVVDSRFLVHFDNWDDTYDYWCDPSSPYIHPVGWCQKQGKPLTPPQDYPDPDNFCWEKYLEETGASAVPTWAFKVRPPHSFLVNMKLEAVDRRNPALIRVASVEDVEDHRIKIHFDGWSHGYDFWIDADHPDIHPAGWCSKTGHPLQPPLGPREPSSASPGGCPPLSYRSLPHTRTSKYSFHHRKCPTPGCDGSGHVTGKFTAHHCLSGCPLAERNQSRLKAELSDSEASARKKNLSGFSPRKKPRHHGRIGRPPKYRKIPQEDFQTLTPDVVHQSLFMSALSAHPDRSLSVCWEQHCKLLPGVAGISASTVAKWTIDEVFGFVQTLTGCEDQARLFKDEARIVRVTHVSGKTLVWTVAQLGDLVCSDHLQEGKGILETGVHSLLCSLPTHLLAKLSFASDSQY
#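 L3MBTL1 (50 nM) pre-complexed 30 min with biotinylated H3(1-15)K9me1 peptide (75 nM), then compounds added for 30 min at room temperature; AlphaScreen streptavidin donor/nickel chelate acceptor beads (10 ug/mL final) read after 30 min dark incubation.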
# SMN2 splice enh: increases expression of the SMN2 splice variant. HEK293 SMN2-luciferase splicing reporter, luminescence, 30-36 h. Potency, µM (series often up to 46.1 µM), for the others: top-dose activity change, positive = activation, actives largely listed as activators. 210,000 compounds, 2.8% hits; note: % of control where 0% means no effect; nearly all actives have a fitted effect of over 55% in size
#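 HEK293 cells carry an SMN2 […]–luciferase reporter in which exon 7 inclusion puts luciferase in frame. Cells were plated 10-12 h before compound addition, then incubated 30-36 h at 37C. ONE-Glo luminescence was read; sodium butyrate at 4.5 mM final served as control.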
# RECQ1 helicase: inhibitors of human RECQ1 DNA helicase | Potency, µM (doses to about 57.3 µM), for inactives: top-dose activity, negative = inhibition, most hits filed as inhibitors | 240,000 compounds, 0.54% hits | P46063 | RECQ1 DNA unwinding, red fluorescence kinetic read;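 note: plate controls were vehicle for no effect and no enzyme for full effect; nearly all actives have a fitted effect of over 30% in size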
#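 RECQ1T1 50 nM; forked duplex (20 bp + 30-nt ss tails) 200 nM, ATP 2 mM final; pH 8.0, 2 mM MgCl2, 2.5 ug/ml poly(dI-dC); 15 min compound preincubation; discontinuous kinetic read over 2 h at RT.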
# ALDH1A1 inh: blocks purified human ALDH1A1 activity; 220,000 compounds, 7.3% hits; Purified ALDH1A1, NADH fluorescence, propionaldehyde substrate; Potency, µM (highest dose often 75.3 µM), without a hit: at the top dose activity, negative = inhibition, usual class: inhibitors; AID 1030; P00352; active = well fitted inhibition curve with a large enough effect, not every such curve was filed as active; inconclusive = small, poorly fitted or top-dose-only effect, or another doubt; inactive = no such curve, though single readings can be large or run the other way;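 note: plate controls were no enzyme wells and a reference inhibitor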
# Tau ThT inhib: tau fibrillization inhibition (ThT binding) | P10636 | recombinant tau K18 P301L (four-repeat tau fragment), heparin-induced fibrillization, ThT fluorescence | Potency, µM (titrated, usually from 57.4 µM), without a hit: at the highest dose activity, negative = inhibition, actives largely listed as inhibitors | 270,000 compounds, 2.1% hits | AID 1460; note: % is set by controls: 0 for no effect and ±100 for the full control effect; nearly all actives have a fitted effect of over 55% in size
# Target sequence (P10636 561-689 P618L limits assumed): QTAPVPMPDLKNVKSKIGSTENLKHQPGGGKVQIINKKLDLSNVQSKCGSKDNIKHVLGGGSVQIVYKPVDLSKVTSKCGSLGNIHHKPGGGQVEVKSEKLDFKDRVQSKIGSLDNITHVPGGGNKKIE
#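 In this qHTS, human K18 P301L tau is incubated with compound and heparin for 6 hr at 37 C, and Thioflavin T fluorescence then reports fibril load.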
# Lamin A splicing: modulators of lamin A splicing; HeLa LMNA splicing GFP/RFP minigene ratio, 48 h; Potency, µM (top dose mostly 46.1 µM), for the others: top-dose ratio change, negative = inhibition, actives largely listed as inhibitors; 200,000 compounds, 0.01% hits; AID 1487; active = well fitted inhibition curve with a large enough effect in the signal ratio, with a control signal flat, not every such curve was filed as active; inconclusive = small, poorly fitted or top-dose-only effect, or effect the other way, or a change in a side signal; the % refers to the signal ratio; note: % is set by controls: 0 for no effect and ±100 for the full control effect
#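 Read-out is the ratio of GFP to DsRed2 object intensity, acquired by 488 nm laser-scanning cytometry on HeLa lamin A-EGFP minigene reporter cells. Compound incubation 48 hrs at 37 °C in Opti-MEM with 2% FBS; DMSO 0.5% final.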
# KinaseGlo FLuc: Kinase-Glo luciferase inhibition (counter-screen); Kinase-Glo luciferase, ATP luminescence, 8 min; Potency, µM (highest dose often 38.3 µM), for the others: at the highest dose activity change, negative = inhibition, most hits filed as inhibitors; Q27757; 200,000 compounds, 0.28% hits; note: % is set by controls: 0 for no effect and ±100 for the full control effect; nearly all actives have a fitted effect of over 60% in size
#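 Recombinant Kinase-Glo luciferase, 10 uM ATP (linear range), luciferin; imidazole pH 7.2 / KCl / MgCl2 / Tween / BSA buffer; 8 min RT; luminescence.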
# JMJD2E inh: inhibitors of human JMJD2E histone demethylase; Potency, µM (highest dose often 57.1 µM), without a hit: top-dose activity change, negative = inhibition, usual class: inhibitors; 230,000 compounds, 1.6% hits; B2RXH2; AID 2147; JMJD2E catalytic domain, FDH-coupled NADH fluorescence (FDH is formaldehyde dehydrogenase); active = well fitted inhibition curve with a large enough effect, not every such curve was filed as active; inconclusive = small, poorly fitted or top-dose-only effect, or another doubt; inactive = no such curve, though single readings can be large or run the other way;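 note: 0% = wells with enzyme and -100% = buffer wells without enzyme; nearly all actives have a fitted effect of over 50% in size; many of its hits are not listed in these tables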
# * marks the source's active call; other numbers are inactive results; i = inactive; ? = inconclusive; . = not tested or not shown; & = joins results of further samples; [ ] = dose if it differs, or a comment. Unless noted, calls come from the whole dose curve; as a rule, active = well fitted curve in the direction sought with a large enough effect; inconclusive = small, poorly fitted or top-dose-only effect, or another doubt; inactive = no such curve, though single readings can be large; an effect the other way counts as inactive or inconclusive. Potency is the fitted concentration of half-maximal effect.
SMILES,L3MBTL1 inh,SMN2 splice enh,RECQ1 helicase,ALDH1A1 inh,Tau ThT inhib,Lamin A splicing,KinaseGlo FLuc,JMJD2E inh
CC(=O)N(C)c1ccc(NC(=O)/C=C/c2ccccc2Cl)cc1,-7%,29%,-5%,-2%,-7%,?,-7%,7%
CSc1nc(-c2ccc(N(C)C)cc2)c(C#N)c(=O)n1C,26%,.,i,?,-12%,.,.,-13%
COC(=O)c1ccc(CSc2nnc(CS(=O)Cc3ccc(Br)cc3)n2-c2ccccc2)cc1 (stereo unspecified),-6%,-54%[inhibitor],-5%,?,-12%,?,0%,5%
CN1CCN(S(=O)(=O)Cc2ccc(Cl)cc2)CC1,?,.,4%,-6%,-11%,.,.,-2%
CCc1cc(C(=O)Nc2ccc(C)cc2Br)cs1,46%[activator],16µM*,0%,-10%,?,-8%,-1%,-1%
Cc1[nH]c2ccccc2c1C(=O)CSc1ncn[nH]1,26%,1%,-4%,-3%,-4%,?,4%,?
COc1cccc(OC)c1OCCCOc1cccc2cccnc12,-3%,?,26%,1%,-15%,?,-8%,-27%
Cn1c(=O)c2[nH]c(N3CCN(c4ccccn4)CC3)nc2n(C)c1=O,-6%,.,-12%,-6%,-3%,.,-7%,0%
CN(Cc1ccon1)C(=O)CCc1nnc(Cc2ccc(-c3ccccc3)cc2)o1,-7%,.,-2%,?,-15%,?,0%,5%
S=c1nc(-c2ccccc2)[nH]c2ccccc12,2%,-3%,-8%,?,-11%,.,0%,11%
Cc1ccc(S(=O)(=O)Nc2cccc(N(C)S(C)(=O)=O)c2)cc1[N+](=O)[O-],11%,.,i,16µM*,4%,.,1%,0%
CC1CCCC(NC(=O)c2cccc(N3CCCC3=O)c2)C1C (stereo unspecified),11%,26%,4%,-7%,-6%,-7%[9.22 µM],-1%,1%
CCOP(=O)(OCC)C(NC(=O)Nc1ccc(Cl)cc1)c1ccccc1 (stereo unspecified),-4%,.,-2%,3%,7%,-6%,.,4%
N#CCCN1CCN(S(=O)(=O)c2ccc(S(=O)(=O)NCC3CCCO3)cc2)CC1 (stereo unspecified),1%,5%,-1%,3%,3%,-3%,-1%,7%
Cc1ccc(NC(=O)C(NC2CCCc3ccccc32)c2ccccc2)cc1Cl (stereo unspecified),25%,-6%,-14%,14µM*,5%,?,-1%,0%
Cc1ccc(C(=O)Nc2nnc(C)s2)cc1,.,14µM*,-9%,6%,-8%,.,-6%,2%
CCC(=O)OCCn1c(=O)c2ccccc2c2ccccc2c1=O,-11%,4%,6%,-9%,-7%,27%[46 µM],0%,?
O=[N+]([O-])c1ccc(N2CCCCC2)c(-c2nn[nH]n2)c1,2%,4%,i,-8%,-4%,10%[46 µM],1%,-22%
COc1ccc(/C=N/Nc2ccc(C(=O)O)cc2)cc1Br,.,-80%[inhibitor],-3%,?,7.1µM*,.,?,?
C/C(=N\NC(=S)Nc1cc(S(=O)(=O)N2CCOCC2)ccc1Cl)c1ccccc1F,?,-82%[inhibitor],i,-9%,-8%,?,4%,-13%
Cc1c(C(=O)NCc2ccc3c(c2)OCO3)oc2ccc(S(=O)(=O)N3CCCCC3)cc12,-7%,-38%[inhibitor],-4%,-3%,-6%,9%,-2%,?
CN(C)S(=O)(=O)N1CCC(Cc2ccccc2)CC1,-2%,3%,i,20%,0%,-10%,2%,2%
COC(=O)c1sccc1NC(=O)COc1ccc(Cl)cc1,12%,3%,-14%,11%,?,-24%,1%,8%
COc1cc(C(N)=O)cc(Cl)c1OC,1%,.,-9%,1%,1%,.,.,-6%
O=c1onc(-c2cccnc2)n1-c1ccccc1F,-2%,.,-16%,-8%,-5%,.,.,-2%

# (continued)
SMILES,L3MBTL1 inh,SMN2 splice enh,RECQ1 helicase,ALDH1A1 inh,Tau ThT inhib,Lamin A splicing,KinaseGlo FLuc,JMJD2E inh
CN(C)/C=N/c1nc2ccc3c(c2s1)CCCC3,-3%,14µM*,-12%,-12%,?,5%,1%,1%
Cc1ccc2c(COC(=O)C34CC5CC(CC(C5)C3)C4)cc(=O)oc2c1,8%,21%,-5%,15%,-3%,16%,-3%,1%
Cc1ccccc1-n1nc(C(=O)c2cccs2)cc(-c2nc3ccccc3[nH]2)c1=N,-4%,-29%,-9%,3%,?,-5%,6%,1%
CN(C)S(=O)(=O)c1ccc(N2CCOCC2)nc1,23%[11.4 µM],22%,i,1%,-6%,-4%,1%,-9%
CCCCNC(=S)N(C)/N=C/c1ccc(OCC(=O)Nc2ccc(OC)cc2)c(OC)c1,-9%,-21%,-4%,5%,-14%,?,-1%,-3%
CC(=O)c1c(C)[nH]c(C(=O)N2CCN(c3ccc(F)cc3)CC2)c1C,.,-24%,i,3%,-4%,?,2%,-2%
O=C(Nc1ccc2c3c(cccc13)CC2)c1ccco1,-10%,.,-16%,?,-14%,-5%,.,-11%
Cc1sc(NC(=O)Cn2cnnn2)nc1-c1ccc(Cl)cc1,-2%,-23%,i,?,-5%,.,-2%,-29%
Cc1onc(-c2ccccc2)c1NC(=O)N(CCC#N)Cc1cccs1,2%,.,i,.,6%,.,.,-5%
COc1ccc(Br)cc1/C=C/C(=O)Nc1ccc(C)cc1,6%,-16%,-8%,-8%,8%,?,1%,-7%
Cc1[nH]nc2c1C(c1cccs1)C1=C(CCCC1=O)N2 (stereo unspecified),1%,29%,0%,?,-3%,-17%[46 µM],1%,?
CC(=O)Oc1ccc2c(=O)c(N3C(=O)c4ccccc4C3=O)c(C)oc2c1,-4%,?,-2%,-4%,?,-6%,-3%,-7%
O=C(Nc1ccccc1N1CCCCC1)c1cnccn1,-1%,-21%,-7%,-3%,-8%,3%[46 µM],4%,3%
COc1ccc(O)c(CNn2c(-c3ccc(Br)cc3)nc3ccccc3c2=O)c1,.,-10%,-8%,1%,-16%,.,3%,6%
CCc1nc2ccccc2n1Cc1ccccc1OC,39%[activator],-5%,-8%,-14%,1%,?,-3%,-8%
CN(C)CCCN1c2ccccc2Sc2ccc(Cl)cc21,-21%&-25%,-33%[inhibitor],-13%,0%,?,?,-3%,-16%
CCCCc1cc(=O)oc2c(CN(C)C)c(O)c(Cl)cc12,11%,-4%,-18%,?,6%,-2%,-2%,?
Cc1cc2nnc(SCC(=O)N3CCOCC3)n2c2ccccc12,.,29%,i,?,1%,.,-3%,?
O=C(CSc1ccccc1)NCCSCc1ccccc1,10%,1%,-2%,-2%,-11%,-6%,1%,10%
CC(NCCO)C(=O)C12CC3CC(CC(C3)C1)C2 (stereo unspecified),7%,11%,i,6%,4%,-1%,0%,7%
COc1cccc(C(=O)Nc2ccc(NC(=O)C(C)C)nc2)c1,-3%,.,-4%,?,-5%,11%,.,-3%
O=c1oc2ccccc2cc1-c1ccc(O)cc1,45%[activator],?,-7%,?,11%,-6%,-4%,-1%
COc1ccc(N2CCN(C(=O)CN(c3ccccc3)S(C)(=O)=O)CC2)cc1,.,5%,0%,-1%,-15%,-5%,-1%,4%
O=C(O)CNc1nc(Cl)ccc1[N+](=O)[O-],0%,-9%,-3%,7%,?,3%,-4%,-4%
CC(=O)NC(CCS(C)(=O)=O)C(=O)N1CCc2ccccc21 (stereo unspecified),3%,-3%,-3%,1%,5%,2%,-1%,7%

# Whole records from above.
# COc1cccc(OC)c1OCCCOc1cccc2cccnc12 across the screens: L3MBTL1 inh: -3%; SMN2 splice enh: ?; RECQ1 helicase: 26%; ALDH1A1 inh: 1%; Tau ThT inhib: -15%; Lamin A splicing: ?; KinaseGlo FLuc: -8%; JMJD2E inh: -27%
# O=c1onc(-c2cccnc2)n1-c1ccccc1F across the screens: L3MBTL1 inh: -2%; SMN2 splice enh: .; RECQ1 helicase: -16%; ALDH1A1 inh: -8%; Tau ThT inhib: -5%; Lamin A splicing: .; KinaseGlo FLuc: .; JMJD2E inh: -2%

# (more compounds)
SMILES,L3MBTL1 inh,SMN2 splice enh,RECQ1 helicase,ALDH1A1 inh,Tau ThT inhib,Lamin A splicing,KinaseGlo FLuc,JMJD2E inh
Cc1cc(C)c2nc(C)cc(Nc3ccc(C(=O)NCCO)cc3)c2c1,2%,.,23%,3%,-10%,.,.,-1%
C/C(=N\NC1=NCCN1)c1ccccc1,1%,.,i,13%,10%,?,.,7%
Fc1cccc2sc(N3CCOCC3)nc12,7%,?,-6%,-3%,5%,4%,-3%,3%
CC(C)OCC1Cn2c(nc3c2c(=O)n(C)c(=O)n3C)O1 (stereo unspecified),6%,.,i,10%,4%,21%[46 µM],1%,6%
COc1cccc(NC(=O)C2CCC(CNS(=O)(=O)c3cccs3)CC2)c1 (stereo unspecified),.,-18%,-1%,13µM*,-4%,?,1%,7%
COc1ccc(S(=O)(=O)NCCOc2ccccc2)cc1OC,-5%,-11%,-10%,0%,10%,-12%,0%,-5%
CCOC(=O)C1=C(C)N=c2s/c(=C/c3ccccc3)c(=O)n2C1c1ccc(OC)c(OC)c1 (stereo unspecified),4%,-12%,-12%,?,-15%,-5%,0%,-3%
COc1ccc(NC(=O)Cc2c(C)n(C(=O)c3ccc(Cl)cc3)c3ccc(OC)cc23)cc1,-5%,.,-5%,4%,-7%,-12%,.,-7%
Cc1cc(C)c(-c2csc(NC(=O)COC(=O)c3ccc4c(c3)OCO4)n2)c(C)c1,8%,-19%,i,6%,-4%,0%,-3%,-25%
CCN(c1ccc(OC)cc1)c1ncnc2nc[nH]c12,13%,-7%,i,12%,3%,-11%,-3%,-5%
O=C(CN1CCC(n2nnc3ccccc32)CC1)NCc1cccs1,-7%,14%,i,9%,1%,-3%,2%,1%
COc1ccc(NC(=O)c2ccc(-c3ccccc3)cc2)cc1S(=O)(=O)N1CCOCC1,-12%,-58%[inhibitor],4%,?,-3%,2%[46 µM],-1%,?
COc1cccc(NC(=O)c2cccc(C)c2[N+](=O)[O-])c1,1%,?,i,5%,-4%,.,2%,-15%
O=C(COC(=O)CCSc1ccccc1)Nc1ccc(F)cc1Cl,33%[activator],-21%,-5%,?,-7%,-10%,-1%,-7%
CCOc1cc(S(=O)(=O)NCc2ccccn2)c(C)cc1C,.,-1%,i,-15%,-4%,-1%,0%,3%

# An excerpt; rates above refer to the full screens.
